Arrestin-AP2 inh: blocks beta-arrestin peptide binding to AP2 adaptin | FITC-arrestin peptide / GST-AP2 beads, flow cytometry; AP2 beta2 appendage carries R879A mutation | inhibition, % at 10 µM | 340,000 compounds, 0.31% hits | AID 504490;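 active means inhibition above a set limit, near 3 SD of compounds lacking own fluorescence, cut at about 54% in these data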;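 further: plate controls were DMSO wells for no effect and 5 µM unlabelled arrestin peptide for full effect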
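System: GST-AP2 R879A glutathione beads | Also added: FITC-arrestin peptide, 50 nM | Times: 12 min plus 1 h, RT | Signal: Bead flow cytometry, FITC channel | Buffer or medium: PBS with 0.05% Tween 20 and 0.1% BSA | Read-out basis: Percent drop in bead-associated FITC signal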
V-ATPase pH: alters yeast V-ATPase proton transport; S. cerevisiae, pHLuorin cytosolic pH fluorescence; response, % at 10 µM; 350,000 compounds, 0.37% hits; AID 504577; in the data active means response mostly above about 7.3%, no sharp cut-off; inactive means mostly below about 5.4%; further: actives read high; inactives centre near 0; some compounds called inactive have numbers as strong as hits
DSG3 Ab inh: blocks pemphigus antibody binding to human desmoglein-3. 310,000 compounds, 0.48% hits. P32926. binding (percent of control), % at 10 µM. DSG3-coupled beads, scFv-anti-DSG3-GFP binding, flow cytometry; hits give low values;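 active means binding more than 3 SD below its plate's average and above zero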;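 further: hits lower antibody fragment binding to DSG3; some compounds called inactive have numbers as strong as hits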
Target sequence (P32926 whole entry, looked up, the tested form may be a part): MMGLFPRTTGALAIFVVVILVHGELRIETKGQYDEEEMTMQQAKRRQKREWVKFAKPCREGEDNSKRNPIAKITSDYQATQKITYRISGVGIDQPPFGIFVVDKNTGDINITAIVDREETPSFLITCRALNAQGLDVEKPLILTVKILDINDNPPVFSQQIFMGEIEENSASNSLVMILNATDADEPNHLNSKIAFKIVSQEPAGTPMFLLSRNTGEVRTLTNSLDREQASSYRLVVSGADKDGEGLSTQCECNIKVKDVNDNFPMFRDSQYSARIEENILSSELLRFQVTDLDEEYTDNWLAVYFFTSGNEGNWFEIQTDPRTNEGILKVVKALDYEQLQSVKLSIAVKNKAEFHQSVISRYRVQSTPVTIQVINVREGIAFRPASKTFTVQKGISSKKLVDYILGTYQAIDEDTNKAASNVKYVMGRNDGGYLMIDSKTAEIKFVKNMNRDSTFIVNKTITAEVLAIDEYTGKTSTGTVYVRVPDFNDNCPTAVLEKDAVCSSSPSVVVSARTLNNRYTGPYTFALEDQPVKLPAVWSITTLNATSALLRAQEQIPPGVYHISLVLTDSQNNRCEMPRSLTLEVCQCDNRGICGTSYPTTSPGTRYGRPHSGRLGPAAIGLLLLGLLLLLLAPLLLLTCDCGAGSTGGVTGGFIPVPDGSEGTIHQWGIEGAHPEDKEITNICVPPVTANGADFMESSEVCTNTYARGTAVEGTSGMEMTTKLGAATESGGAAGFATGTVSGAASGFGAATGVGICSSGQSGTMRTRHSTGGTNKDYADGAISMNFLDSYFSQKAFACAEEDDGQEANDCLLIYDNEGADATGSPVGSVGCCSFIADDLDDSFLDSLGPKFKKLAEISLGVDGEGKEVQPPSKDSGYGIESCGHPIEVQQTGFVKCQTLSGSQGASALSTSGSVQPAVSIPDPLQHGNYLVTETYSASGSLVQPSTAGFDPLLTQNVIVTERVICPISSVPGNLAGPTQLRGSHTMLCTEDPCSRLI
CAL PDZ FP-1: CAL PDZ (human) peptide binding inhibition. purified CAL PDZ, TMR-peptide fluorescence polarization, 1 h. AID 602252. 300,000 compounds, 0.92% hits. inhibition, % at 24.9 µM. Q9HD26;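 active means mean inhibition of at least 30% with at least half of replicates also reaching 30%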;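 further: 0% = DMSO neutral control and 100% = excess unlabeled competitor peptide PRC23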
Keap1-Nrf2 PPI: disrupts human Keap1 binding to Nrf2 peptide; Q14145; Keap1 Kelch-Nrf2 peptide fluorescence polarization, 1536-well; inhibition, % at 9.4 µM; 340,000 compounds, 0.15% hits; AID 504523; in the data active means inhibition above about 12%;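 further: human Keap1 Kelch domain with fluorescein labeled Nrf2 9mer peptide probe; 0% = neutral control wells and 100% = peptide positive control; higher means more block of Keap1 binding to Nrf2 peptide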
NSD2 inh: NSD2 (human) methyltransferase inhibition. O96028. NSD2 peptide methylation, AlphaScreen, 120 min. inhibition, % at 12.5 µM. 310,000 compounds, 0.54% hits. AID 743445; in the data active means inhibition above about 50%
RTF Ca sens inh: cardiac RTF calcium desensitization; IANBD-labeled cardiac RTF, Ca2+ fluorescence; AID 493244; 340,000 compounds, 0.12% hits; inhibition, % at 7.15 µM; P19429+P45379;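 active means inhibition above the mean inhibition of all tested compounds plus 3 SD, cut at about 17% in these data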;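 further: assay run at fixed EC70 calcium of 1.6 mM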
CAL PDZ FP-2: human CAL PDZ-peptide interaction inhibition; purified CAL PDZ, TMR-peptide fluorescence polarization, 1 h; inhibition, % at 20 µM; AID 504414; 330,000 compounds, 0.02% hits; Q9HD26;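 active means highest replicate inhibition of at least 40%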;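 further: plate controls were DMSO neutral control wells for no effect and unlabeled competitor peptide control wells for full effect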
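Test system: tagged CAL PDZ domain / Buffer or medium: sodium phosphate/NaCl buffer pH 7.4 with TCEP, IgG, Thesit / Reagent: TMR-labelled reporter peptide T*-PRC34 bound in PDZ groove / Compound dosing: single point, 20 µM / Schedule: 1 h incubation at room temperature before polarization reading / Technique: fluorescence polarization (mP) / Benchmarks: unlabelled peptide, DMSO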
DAGLB inhibitor: blocks human DAGLB lipase activity. HEK293T DAGLB membrane lysate, EnzChek fluorogenic substrate. 340,000 compounds, 0.059% hits. Q8NCG7. inhibition, % at 5.17 µM; in the data active means inhibition above about 34%;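 further: 0% = enzyme with vehicle and 100% = wells lacking enzyme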
C-LANA FP: inhibitors of KSHV LANA C-terminal domain DNA binding; MBP-C-LANA/FAM-LBS DNA binding, fluorescence polarization; inhibition, % at 9 µM; 340,000 compounds, 0.078% hits;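 active means highest replicate inhibition at or above 60% at 9 µM, even if other replicates fall short; inactive means all replicates below 60% inhibition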;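 further: 0% = neutral control wells and 100% = 4 µM acridine orange control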
Numbers without * were called inactive; x = no result given. A portion of the library, so the mix of outcomes need not match the whole.

Every second line gives: CAL PDZ FP-2, RTF Ca sens inh, DAGLB inhibitor, Arrestin-AP2 inh, NSD2 inh, C-LANA FP, DSG3 Ab inh, CAL PDZ FP-1, Keap1-Nrf2 PPI, V-ATPase pH
1: CC(=O)N1CCSc2ccc(S(=O)(=O)NCc3ccccc3)cc21
→ -1.3, -1, -1, -5, -2, -0.6, 106, -1, -2, 2
2: CCOc1ccc2oc(C(=O)O)c(C)c2c1
→ 0.7, 3, -1, -10, -3, -1.4, 92, 2, -1, -1
3: O=S(=O)(c1ccccc1)n1ccc2ccccc21
→ 0.7, -1, -6, 0, 39, -1.9, 115, 47*, -3, -1
4: Cc1cc(C(C)(C)C)cc(C)c1S(=O)(=O)N1CC(=O)Nc2ccccc21
→ -5.2, 0, 0, 0, 0, -0.2, 94, 0, -3, -7
5: O=C(CSc1nnnn1-c1cccnc1)Nc1ccc(OCc2ccccc2)cc1
→ -3.3, -3, 2, 13, x, -0.9, 96, -2, -3, -2
6: CC(C)N(C(=O)[C@H]1C[C@H](CC(=O)NC(C)(C)C)C(=O)N2CCc3c([nH]c4cc(-c5ccco5)ccc34)[C@]12C)C(C)C
→ -0.5, -2, 1, -9, x, 1.5, 106, 2, 3, -3
7: O=C(Nc1ccc(N2CCN(C(=O)c3cccs3)CC2)cc1)c1ccco1
→ -1.9, 5, -1, 10, -5, -1.2, x, -5, 3, 1
8: S=C(NCCc1ccccn1)NC1CCCCC1
→ -1.9, -4, -1, -1, 2, 0.3, 100, -1, -3, 0
9: c1ccc2c(c1)oc1c(Nc3ccc(CN4CCOCC4)cc3)ncnc12
→ -4.4, 5, 2, -3, -1, -0.5, 113, -16, -5, -3
10: O=C(OC(C(=O)NCc1ccco1)c1ccc(Cl)cc1)c1cccs1 (stereo not given)
→ -3.0, 1, -2, 3, -1, -0.3, 100, -7, -1, -2
11: Clc1cccc(CN2CCN(c3nc4nonc4nc3NC3CC3)CC2)c1
→ -2.6, 1, 1, 12, 0, 3.3, 82, -1, 6, 6
12: C#CCOCCOCCOCCNc1nc(N2CCN(C(=O)[C@H]([C@@H](C)CC)n3cc([C@@H](N)Cc4ccc(O)cc4)nn3)CC2)nc(N2CCN(C(=O)[C@H](Cc3ccc(O)cc3)n3cc([C@@H](N)CC(C)C)nn3)CC2)n1
→ -0.8, 15, 3, -4, x, -0.6, 105, -1, -4, 1
13: O=C(NNC(=S)NCc1ccccc1)c1ccc(Br)o1
→ -1.1, -17, -2, 36, 4, 1.0, 100, x, 1, 1
14: Cc1noc(C)c1COc1ccc(C(=O)Nc2ncccc2O)cc1
→ -0.7, -5, 0, 21, -4, -1.3, 96, x, -1, 12
15: O=C(CSc1nnc2ccc(-c3ccc(F)cc3)nn12)N1CCCC1
→ -1.1, -18, -3, 6, 5, 3.8, 105, -6, -4, 20*

2 records drawn at random from the list so far, as already listed:
Every second line gives: CAL PDZ FP-2, RTF Ca sens inh, DAGLB inhibitor, Arrestin-AP2 inh, NSD2 inh, C-LANA FP, DSG3 Ab inh, CAL PDZ FP-1, Keap1-Nrf2 PPI, V-ATPase pH
14: Cc1noc(C)c1COc1ccc(C(=O)Nc2ncccc2O)cc1
→ -0.7, -5, 0, 21, -4, -1.3, 96, x, -1, 12
5: O=C(CSc1nnnn1-c1cccnc1)Nc1ccc(OCc2ccccc2)cc1
→ -3.3, -3, 2, 13, x, -0.9, 96, -2, -3, -2

Next section.
Every second line gives: CAL PDZ FP-2, RTF Ca sens inh, DAGLB inhibitor, Arrestin-AP2 inh, NSD2 inh, C-LANA FP, DSG3 Ab inh, CAL PDZ FP-1, Keap1-Nrf2 PPI, V-ATPase pH
16: CS(=O)(=O)N1CCN(CC2CC3C=CC2C3)CC1 (stereo not given)
→ 1.1, -5, -2, 2, x, 1.0, x, -7, -2, -2
17: O=C(CN1CCN(C(=O)c2ccco2)CC1)Nc1ccccc1-c1ccccc1
→ -1.0, 5, 1, 28, -1, 1.9, x, 1, -2, -1
18: O=C(O)c1cc(-c2ccc3ccccc3c2)nc2ccc(F)cc12
→ -3.0, -6, 4, -7, -2, -0.7, 366, 1, -4, 1
19: CC(=O)C1=C(C)Nc2ncnn2C1c1ccccc1Cl (stereo not given)
→ -0.7, -8, 0, -11, 2, 1.4, 94, -5, -5, -2
20: O=C(COC(=O)/C=C/c1ccc(F)cc1)NC(=O)NCc1ccccc1
→ x, x, 5, x, 0, x, 104, x, x, -2
21: O=C1c2ccccc2C2=Nc3ccccc3SC(c3cccc(F)c3)C12 (stereo not given)
→ -1.7, 2, 31, -10, x, 0.4, 127, -2, -3, 0
22: Cc1cc(C)cc(Oc2nc3ccccn3c(=O)c2/C=C(\C#N)C(=O)NC2CCS(=O)(=O)C2)c1 (stereo not given)
→ -1.8, x, x, 9, 4, -1.4, 96, x, -1, 3
23: COc1ccc(/C(C)=N/Nc2nc(C)c(C(C)=O)s2)cc1
→ 0.3, 0, -1, 10, -3, -0.4, 106, -2, -4, 0
24: CCOCCOCCC(C(=O)O)P(=O)(c1ccccc1)c1ccccc1 (stereo not given)
→ -1.9, -1, 1, -1, -2, 0.4, 103, -4, -2, -5
25: CCOc1cccc(CN2CCCC(N3CCN(c4cccc(Cl)c4)CC3)C2)c1O (stereo not given)
→ 1.0, -2, -3, 29, 10, -0.2, 111, -2, -3, 4
26: CCOc1cc(C)c(C(C)C)cc1S(=O)(=O)N1CCN(C)CC1
→ 0.5, 0, -4, 8, 0, -1.7, 103, -2, -1, 6
27: CN(C(=O)C1CCN(c2ncnc3c2nc2n3CCCCC2)CC1)C1CCCCC1
→ -2.3, 3, 1, -7, 4, 0.7, 96, -2, 4, 4
28: COCCn1c(COC)nc2ccccc21
→ -1.1, 4, -1, 13, -1, -1.1, x, 3, -3, -2
29: O=C(NC1CCCC1)C1CCC(CNS(=O)(=O)c2ccc(F)cc2)CC1 (stereo not given)
→ -3.2, -9, -1, 5, -1, -1.4, 105, -2, -3, -1
30: COc1ccc2nc(NC(=O)CNS(=O)(=O)c3cccs3)sc2c1
→ -2.7, -6, 3, 41, x, -1.1, 120, -4, 1, 0
31: O=C(N/N=C/c1ccco1)c1cccc(N2Cc3ccccc3C2)c1
→ 0.2, -9, 2, 3, x, 0.5, x, 1, 0, 1
32: CC(=O)NC(CC(=O)OCC(=O)c1cc(C)ccc1C)c1ccccc1 (stereo not given)
→ 0.6, -12, 1, 28, 0, -2.0, 108, -3, -1, 0
33: O=C(O)/C=C\C(=O)Nc1ccc(OCc2ccccc2)cc1
→ -1.0, 0, 2, -20, -2, 0.4, 101, 2, -4, 4
34: Cc1ccc(S(=O)(=O)N2CCN(C(=O)COC(=O)CNC(=O)c3ccc(C(C)(C)C)cc3)CC2)c(C)c1
→ 0.7, 5, -1, 22, -3, -2.5, 106, -5, 0, -2
35: CC(=O)c1ccc(S(=O)(=O)N(Cc2cc3cc4c(cc3[nH]c2=O)OCCO4)CC2CCCO2)cc1 (stereo not given)
→ -2.3, 7, 1, 26, -1, 1.2, 101, 0, -1, -1
36: O=C(NC(=S)NC1CCS(=O)(=O)C1)c1ccccc1F (stereo not given)
→ -3.2, 3, -1, 17, -3, -2.6, x, -3, -1, -6
37: CCOC(=O)c1cccc(NC(=O)c2c(NCc3ccccc3)[nH]c(=O)[nH]c2=O)c1
→ -1.2, -2, -3, 30, x, -4.7, 100, -7, 0, -2
38: CC(C)(C)NC(=O)CCN(/N=C/c1ccccc1O)C1=NS(=O)(=O)c2ccccc21
→ 0.6, -2, -2, -18, 0, 2.6, 109, 2, 5, -1
39: CCN(CC)S(=O)(=O)c1cccc(C(=O)Nc2cccc(C)c2)c1
→ -4.1, -4, -4, 3, -2, 1.1, 105, 0, 0, 2
40: CC1CCN(S(=O)(=O)c2ccc3c(ccn3CCC(=O)NC(C)C)c2)CC1
→ -1.8, -4, -1, 7, 0, 1.9, 102, 0, -5, -3
41: CN1[C@@H]2CCC[C@H]1CC(NC(=O)c1nn(C)c3ccccc13)C2 (stereo not given in full)
→ 0.0, 8, 1, -3, x, 2.3, x, 1, -2, 6
42: CC(C)(C)NC(=O)C(c1ccccn1)N(C(=O)c1csnn1)C1CCCC1 (stereo not given)
→ -2.1, -18, -1, 4, -3, -1.5, 89, 5, -4, 1
43: COc1ccc(-c2nc(CS(=O)CC(=O)N3CCCC3)c(C)o2)cc1 (stereo not given)
→ -0.3, -6, 0, -1, x, -2.6, 102, 2, -2, 3
44: COc1ccccc1C1C(C(C)=O)=C(O)C(=O)N1c1ccc(O)cc1 (stereo not given)
→ -0.1, -3, -3, -3, 1, -0.5, 121, -1, -4, -2
45: O=C(N/N=C/c1sc(N2CCCCC2)nc1-c1cccs1)c1cccnc1
→ 1.4, -5, 7, -30, 3, 0.7, 135, 1, -7, -2
46: O=C(c1ccc(Br)cc1)N1CCC(C(=O)N2CCN(Cc3ccccc3)CC2)CC1
→ -3.5, 1, 2, 4, 15, -0.4, 115, -1, -7, 4
47: CS(=O)(=O)N(CC(=O)NCCSc1ccccn1)c1cccc2ccccc12
→ -0.4, -8, 1, -9, -2, -0.9, 107, -3, -8, 2
48: CCOC(=O)N1CCN(C(=O)c2ccc3c(SCC(=O)O)c4c(nc3c2)CCC4)CC1
→ -0.3, -6, 0, -3, x, 1.9, 97, x, -4, 2
49: C=C(NC(C)=O)c1c(F)cccc1F
→ -0.3, -8, 1, -12, x, 0.3, 104, 1, 6, 0
50: CC(=O)NCCCc1nc2ccccc2n1Cc1ccccc1F
→ -0.4, -7, 1, -4, -15, 1.6, 96, 6, -5, -2
51: O=Cc1cc(N=Nc2ccccc2Cl)ccc1O
→ -1.9, 4, 34, 14, x, 0.8, 99, -4, -1, -2
52: O=C(Cn1cnc(S(=O)(=O)N2CCCCC2)c1)NCc1ccco1
→ -2.2, 0, 3, -2, -1, -0.1, 106, 0, -5, -1
53: COc1ccc(OC)c(NC(=O)C(C)Oc2ccc(Br)cc2)c1 (stereo not given)
→ -0.6, x, x, -12, -1, 0.9, 105, 4, 0, 1
54: CCOC(=O)c1ccc(N2C(=O)c3n[nH]c(C)c3C2c2ccc(OC)cc2OC)cc1 (stereo not given)
→ -2.0, -2, 1, 6, 1, 0.5, 104, -3, -8, 4
55: Cc1cc(N2C(=O)C(O)=C(C(=O)c3ccc(C)o3)C2c2ccc([N+](=O)[O-])cc2)no1 (stereo not given)
→ -2.1, 4, 9, -7, 10, -0.5, 89, -5, -2, -2
